# High-throughput results from PubChem.
# Nrf2 ARE act = Nrf2 pathway activation; AREc32 ARE-luciferase reporter (MCF7-derived line), luminescence, 24 h; Potency, µM (series often up to 46.1 µM), without a hit: at the highest dose activation, most hits filed as activators; 410,000 tested, 0.31% active; AID 624171; also: potency is read from the fitted curve at half-maximal effect; % of control where 0% means no effect; nearly all actives have a fitted effect of over 65% in size
#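 Luciferase luminescence (Steady-Glo, 30 min at room temperature) served as the read-out of ARE activation in AREc32 cells treated with compounds for 24 hr at 37 deg C.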
# TGFb SMAD3 inh = TGF-b pathway inhibition; 410,000 tested, 1.2% active; Potency, µM (highest dose often 46.1 µM), inactives show top-dose activity, negative = inhibition, usual class: inhibitors; HepG2 CAGA-GFP TGF-b/SMAD3 reporter, GFP fluorescence, 18 h; TGF-beta stimulated, 500 pg/mL final; also: potency is read from the fitted curve at half-maximal effect; % is scaled to controls: 0 for no effect and ±100 for the full control effect; nearly all actives have a fitted effect of over 65% in size
#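 First, reporter cells (HEPG2 CAGA-GFP) rested 2 h at 37 degrees C. Next, compounds were pinned in and TGF-beta added to 500 pg/mL final. After 18 h, GFP was imaged per cell and summed per well.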
# EPAC2 antagonist = antagonists of human EPAC2; AID 720708; EPAC2 GEF exchange of Rap1B-BODIPY-GDP, fluorescence; Q8WZA2; 360,000 tested, 0.18% active; Potency, µM (highest dose often 114 µM), for inactives: top-dose activity, negative = inhibition, most hits filed as inhibitors; also: potency is read from the fitted curve at half-maximal effect; % is scaled to controls: 0 for no effect and ±100 for the full control effect; nearly all actives have a fitted effect of over 45% in size; many of its hits are not listed in these tables
# Target sequence (Q8WZA2 whole entry, looked up): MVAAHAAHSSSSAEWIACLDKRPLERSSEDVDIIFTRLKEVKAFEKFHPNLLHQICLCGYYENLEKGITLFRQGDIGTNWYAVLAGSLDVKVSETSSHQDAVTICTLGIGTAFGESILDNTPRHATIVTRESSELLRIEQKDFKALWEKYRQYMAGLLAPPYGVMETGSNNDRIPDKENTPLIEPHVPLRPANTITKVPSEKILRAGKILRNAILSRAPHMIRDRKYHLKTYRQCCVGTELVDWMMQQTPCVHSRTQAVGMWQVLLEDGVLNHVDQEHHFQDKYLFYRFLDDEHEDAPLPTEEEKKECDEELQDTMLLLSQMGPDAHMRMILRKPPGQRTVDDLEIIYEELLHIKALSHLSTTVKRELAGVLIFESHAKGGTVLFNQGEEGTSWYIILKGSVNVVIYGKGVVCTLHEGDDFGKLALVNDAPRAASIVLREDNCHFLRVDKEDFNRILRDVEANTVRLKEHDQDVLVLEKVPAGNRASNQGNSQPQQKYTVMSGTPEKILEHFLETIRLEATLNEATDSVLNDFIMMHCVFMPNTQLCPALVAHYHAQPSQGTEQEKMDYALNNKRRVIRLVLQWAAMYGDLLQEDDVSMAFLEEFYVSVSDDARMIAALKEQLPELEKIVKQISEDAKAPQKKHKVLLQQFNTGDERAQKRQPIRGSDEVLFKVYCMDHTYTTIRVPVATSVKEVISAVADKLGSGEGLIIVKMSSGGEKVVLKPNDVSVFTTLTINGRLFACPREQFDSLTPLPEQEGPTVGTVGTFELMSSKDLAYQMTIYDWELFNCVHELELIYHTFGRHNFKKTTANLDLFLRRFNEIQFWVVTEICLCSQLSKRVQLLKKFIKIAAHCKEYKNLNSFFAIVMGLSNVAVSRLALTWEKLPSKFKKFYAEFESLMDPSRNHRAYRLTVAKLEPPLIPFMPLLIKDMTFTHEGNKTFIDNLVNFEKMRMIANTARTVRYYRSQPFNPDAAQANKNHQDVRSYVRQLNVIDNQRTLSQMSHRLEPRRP
# CCT modulator = changes cytosolic chaperonin activity; purified chaperonin ATPase assay, HTRF ADP detection, 30 min; 360,000 tested, 0.3% active; AID 651819; activity change, % (no concentration beside the values), hits read low; in the data active = activity change below about -30%; also: % is scaled to controls: 0 for no effect and ±100 for the full control effect
#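 Nucleotide hydrolysis assay: TRiC at 20–40 nM final (set by batch activity) with 10 uM ATP, 30 min at 37 °C, in presence of 76 uM compound. Detection by competitive ADP HTRF, 30 min ambient.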
# pAkt inh = inhibitors of Akt phosphorylation; Neuro2A IGF-stimulated pAkt S473 HTRF, 20 min; hits give low values; AID 651550; 360,000 tested, 0.32% active; activity change, % for hits at 50 µM; in the data active = activity change below about -80%; inconclusive = mostly about -51% to -80%; also: % is scaled to controls: 0 for no effect and ±100 for the full control effect
#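 Single-point screen (50 µM final compound) in Neuro2A cells stimulated 20 min with 6 nM IGF at 37 deg C. After lysis, Ser473-phosphorylated Akt read by HTRF (ex 330 nm, em 615/665 nm) as the 665/615 ratio.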
# EPAC2 agonist = activates human EPAC2 exchange factor; EPAC2 activation, biochemical qHTS; response scale: 100% = 6.5 mM cAMP response; Potency, µM (series often up to 154 µM), without a hit: top-dose activation, hits mostly activators; 360,000 tested, 0.079% active; also: potency is read from the fitted curve at half-maximal effect; nearly all actives have a fitted effect of over 50% in size
#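 In this primary screen, activation is scored as increased exchange of BODIPY-GDP from Rap1B by 100 nM EPAC2, with 50 uM GDP as competitor. Signal is normalized to the 6.5 mM cAMP agonist control.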
# A549 viability = counter-screen for Nrf2 inhibitors: cytotoxicity in A549 cells | A549 ARE-Fluc cells, CellTiter-Fluor viability, 18-24 h | Potency, µM (series often up to 46 µM), for inactives: top-dose activity change, negative = cytotoxicity, actives largely listed as inhibitors | 390,000 tested, 0.16% active; also: potency is read from the fitted curve at half-maximal effect; % is scaled to controls: 0 for no effect and ±100 for the full control effect
#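 Cytotoxicity counterscreen: CellTiter-Fluor fluorescence was measured in A549 ARE_Fluc cells after 18-24 h of compound exposure in a concentration series. The subsequent BugLite luminescent read reports ARE-luciferase activity.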
# Nrf2 block = inhibitors of Nrf2 signaling; A549 ARE-Fluc reporter, luciferase luminescence, 18-24 h; Potency, µM (titrated, usually from 46 µM), for inactives: at the highest dose activity change, negative = inhibition, usual class: inhibitors; 360,000 tested, 2.1% active; AID 504444; also: potency is read from the fitted curve at half-maximal effect; % is scaled to controls: 0 for no effect and ±100 for the full control effect; nearly all actives have a fitted effect of over 60% in size
#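 A549 ARE_Fluc cells (5000/well, 5% FBS OPTI-MEM) pre-incubated 2 h, then treated with compounds 18-24 h at 37C/5% CO2 in concentration-response. CellTiter-Fluor viability read first; BugLite luciferase luminescence after 15 min at room temperature gives Nrf2 activity.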
# Mm-Cpn inhibitor = blocks the Methanococcus maripaludis chaperonin Mm-Cpn. 330,000 tested, 0.031% active. Potency, µM (series often up to 76.9 µM), for inactives: top-dose activity, negative = inhibition, most hits filed as inhibitors. purified Mm-Cpn ATPase, ADP Transcreener TR-FRET. AID 504842; also: potency is read from the fitted curve at half-maximal effect; % is scaled to controls: 0 for no effect and ±100 for the full control effect; nearly all actives have a fitted effect of over 80% in size
#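 25 nM Mm-CPN + cpd, 10 min 37°C; + 10 uM ATP, 30 min 37°C; buffer 30 mM Tris pH 7.4, 100 mM KCl, 5 mM MgCl2, 1 mM DTT; Transcreener ADP HTRF detection 30 min RT.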
# An asterisk follows results filed as active; i = inactive; ? = inconclusive; . = no result given; [ ] = another dose, or the depositor's remark. Unless noted, calls follow the shape of the dose curve; as a rule, active = well fitted curve in the direction sought with a large enough effect; inconclusive = small, poorly fitted or top-dose-only effect, or another doubt; inactive = no such curve, though single readings can be large; an effect the other way counts as inactive or inconclusive. Some of the compounds tested. The share of hits here may be higher or lower than overall.
molecule	pAkt inh	Mm-Cpn inhibitor	Nrf2 block	CCT modulator	EPAC2 agonist	EPAC2 antagonist	TGFb SMAD3 inh	Nrf2 ARE act	A549 viability
Cc1ccc2c(c1)N(CC(=O)OCC(=O)NCc1ccccc1)C(=O)CO2	i	-1%	5%	-0.7	10%	-1%	-5%	-0.4%	-1%
Cc1cc(NCc2ccc3c(c2)OCO3)n2nc(C)nc2n1	i	0%	-8%	-3.1	-1%	26%	0%	0.1%	1%
CC(C)NC(=O)Cn1c(SCC(=O)N2CCc3ccccc3C2)nc2ccccc21	.	1%	.	-4.9	-7%	5%	12%	-0.5%	3%
CCOC(=O)c1cc(-c2ccc(/C=N\n3cnnc3)o2)ccc1Cl	.	1%	-14%	-1.0	4%[15.6 µM]	1%	7%	0.6%	-2%
COc1ccc(-c2nc(-c3cccs3)c(-c3cccs3)[nH]2)cc1O	i	?	14%	-1.7	12%	-5%	?	6.7%	-2%
CC(C)OP(=O)(Nc1cccc2ccccc12)OC(C)C	i	-2%	8%	1.3	-1%	-3%	-10%	-0.9%	-9%
CCCCCCn1cc(CN2CC(N3CCCC3)CS2(=O)=O)nn1 (stereo not drawn)	i	.	.	-0.1	7%	-2%	.	0.2%	.
Cc1cc(Cl)ccc1OCC(=O)Nc1ccc2oc(=O)ccc2c1	i	-1%	?	-11	2%	-14%	10%	0.4%	-12%
CN(C)CCCN(C(=O)/C=C/c1cccs1)c1nc2ccc(F)cc2s1	i	0%	0%	-0.5	-14%	6%	17%	?	-14%
Cn1ccc2c(N3CCC3)cc3c(c21)C1CCC3O1 (stereo not drawn)	i	.	.	2.1	6%	9%	-3%	0.3%	.
CCOC(=O)N1CCN(c2c(Nc3ccc4c(c3)OCCO4)c(=O)c2=O)CC1	i	-1%	7%	-1.2	-7%	1%	3%	2.2%	2%
O=C(Nc1c2c(nn1-c1cccc(Cl)c1)CS(=O)(=O)C2)c1cccs1	i	0%	-23%	-0.1	8%	-2%	-20%	-0.5%	3%
CN(C)S(=O)(=O)N1CCC(Oc2ccc(C(=O)N3CCCCCC3)cc2)CC1	i	.	.	-1.4	19%	3%	-15%	2.5%	.
Cc1noc(C)c1CSCC(=O)OCc1nnc(-c2ccc([N+](=O)[O-])cc2)o1	i	-4%	-5%	0.0	0%	1%	5%	0.3%	-14%
COc1ccc2c(c1)c(CC(=O)Nc1nnc(C3CC3)s1)c(C)n2C(=O)c1ccc(Cl)cc1	i	-3%	-7%	0.2	-7%	-3%	-13%	-0.3%	-5%
O=C(c1ccc(CS(=O)(=O)c2ccc(Br)cc2)o1)N1CCN(c2ncccn2)CC1	i	1%	-1%	-0.5	6%	-21%	15%	-0.9%	-3%
CC1CCc2c(sc(NC(=O)Cn3cnc([N+](=O)[O-])n3)c2C(N)=O)C1 (stereo not drawn)	i	2%	?	1.2	20%	0%[57.1 µM]	1%	-0.5%	?
C[C@@H]1CCCCCCCCC(=O)OCCN[C@H](C)CCCCCCCCC(=O)OCCN[C@H](C)CCCCCCCCC(=O)OCCN1	i	-11%	4%	-2.0	-3%	-15%	16µM*	4.7%	-10%
CCC1Oc2ccc(C)cc2N(CC(=O)N(Cc2ccc3c(c2)OCO3)CC2CCCO2)C1=O (stereo not drawn)	i	0%	?	-0.9	20%	-2%	-21%	2.2%	-23%
COc1cccc(CCN2CCC(CNS(=O)(=O)c3cc(-c4cc(C)no4)ccc3OC)CC2)c1	i	3%	?	-0.4	5%	-13%	?	3.2%	-18%
COc1ccc(C(CNC(=O)Cn2c(=O)oc3ccccc32)N(C)C)cc1 (stereo not drawn)	i	1%	10%	0.2	1%	13%	9%	0.2%	0%
CCO[C@H]1OC(C(=O)Nc2ccccc2)=C[C@@H](c2cn(C(C)=O)c3ccccc23)[C@@H]1CCCO	i	.	7%	2.2	-2%	-22%	-16%	2.5%	3%
O=C(N1CCCCC1)N1CCN(C(=O)N2CCCCC2)CC1	i	3%	-5%	-1.9	10%	3%	1%	-0.5%	0%
CCCc1nc2c(sc3nc4c(cc32)COC(C)(C)C4)c(=O)n1CCN(C)C	i	-1%	11%	0.5	-4%	-6%	3%	-0.5%	3%
COc1ccc(-c2cc(-c3nnc(COC(=O)c4ccncc4)o3)c3ccccc3n2)cc1OC	i	0%	7%	0.4	6%	2%	-15%	0.1%	0%
CSc1cccc(NC(=O)CNC(=O)c2ccc3c(c2)OCO3)c1	i	1%	-7%	0.7	2%	15%	?	-0.8%	-1%
NC(=O)CCN1CCC(c2nc3ccccc3s2)CC1	i	-1%	-5%	-1.8	12%	-3%	-6%	-0.3%	7%
CCn1c(CNC(=O)Cc2ccc(OC)cc2)nnc1SCC(=O)c1ccc(Br)cc1	i	0%	?	-0.9	11%	-4%	4%	2.5%	-11%
O=C(Nc1nc(N2C(=O)c3ccccc3C2=O)n(-c2ccccc2)n1)c1ccc(F)cc1	i	-13%	7%	-24	4%	-2%	6%	2.2%	-2%
Cc1cc(C)cc(-n2c(-c3ccccc3)c(C)n3c4c(=O)n(C)c(=O)n(C)c4nc23)c1	.	.	-2%	.	.	.	21%	-0.2%	-1%
COc1cc(NC(=O)c2ccc(CNc3c(N4CCCC4)c(=O)c3=O)cc2)cc(OC)c1OC	i	-3%	3%	-0.7	-8%	4%	37%[activator]	2.6%	5%
Cc1ccc(C(=O)NC(C)CCc2ccccc2)cc1[N+](=O)[O-] (stereo not drawn)	i	1%	1%	-0.8	7%	-5%	-20%	-1.0%	5%
CC(C)C[C@@]12C(=O)N(c3ccc(Br)cc3)C(=O)N1[C@H](c1ccc(Br)cc1)[C@@H]1C(=O)N(C(C)(C)C)C(=O)[C@@H]12	i	3%	6%	-1.4	5%	-4%	-1%	3.0%	-8%
CC(=O)N1CCC(N(C(=O)Nc2ccc(F)cc2)C2CCCC2)CC1	i	2%	4%	-4.6	5%	6%	-4%	-0.6%	2%
CC(C)(C)c1cc(Br)ccc1OCC(=O)Nc1ncn[nH]1	i	-1%	-7%	-1.0	-11%	-2%	1%	-0.4%	4%
CCOc1ccc(NC(=O)Nc2ccc3c(c2)nc(C)n3C)cc1	i	0%	-9%	1.8	-2%	-5%	12%	0.2%	2%
COc1ccc(Nc2ncc3c(n2)CC(c2ccc(OC)cc2)CC3=O)cc1 (stereo not drawn)	i	0%	-10%	-11	0%	-2%	-11%	3.3%	-6%
CC(Oc1ccc(F)cc1Br)c1nc2ccccc2c(=O)[nH]1 (stereo not drawn)	i	-2%	?	0.4	-1%	0%	-2%	5.7%	6%
Cc1ccc(C)c(C(=O)COc2ccccc2[N+](=O)[O-])c1	i	1%	-4%	-3.1	9%	-5%	?	22µM*	12%
COC(=O)c1ccc2nc(Nc3nc4ccc(F)cc4s3)sc2c1	i	-10%	.	0.2	-5%	-1%	18µM*	-2.7%	0%
COc1ccc(S(=O)(=O)N2CCCCC2c2cc(C(=O)Nc3ccc4c(c3)OCO4)no2)cc1 (stereo not drawn)	i	.	.	-0.3	2%	-20%	12%	7.6%	.
Cc1ccc(N2CCN(C3=NC(=O)/C(=C\c4cn[nH]c4-c4ccccc4)S3)CC2)cc1	i	0%	?	0.5	5%	5%	-6%	-0.4%	-10%
CCCc1c(C(=O)N/N=C(\C)c2cc(C)sc2C)nnn1-c1nonc1N	i	.	.	-2.6	-5%	1%	-1%	0.7%	.
O=[N+]([O-])c1cccc(COc2ccc(CN3CCOCC3)cc2)c1	i	.	?	0.6	11%	0%	7%	3.9%	-1%
CC(C)C(c1nnnn1C1CCCC1)N1CCCc2ccccc21 (stereo not drawn)	i	0%	-14%	-0.7	12%	-1%	22%	0.3%	4%
CN1CCN(/N=C/c2ccc(N(c3ccccc3)c3ccccc3)cc2)CC1	i	-3%	?	-9.0	22%	-16%	2µM*	-0.8%	-18%
O=C(CN1CCN(c2ccc(C(F)(F)F)cn2)CC1)NCc1ccc2c(c1)OCO2	i	-1%	?	-4.5	8%	-3%	?	-0.7%	-17%
CSCCC(NC(=O)c1ccco1)C(=O)NCC(C)(C)N1CCOCC1 (stereo not drawn)	i	2%	7%	-0.1	7%	2%	-3%	0.0%	0%
COc1ccc(C(=O)Nc2ncccc2C)cc1S(=O)(=O)N1CCOCC1	i	2%	8%	1.5	-1%	21%	0%	-0.1%	0%
CC(C)c1ccc(NC(=O)C2CCN(S(=O)(=O)c3ccc4c(c3)C(C)(C)C(=O)N4C)CC2)cc1	i	0%	?	-1.2	5%	3%	?	5.2%	-4%

# Records above printed as active in Nrf2 ARE act.
Structure	pAkt inh	Mm-Cpn inhibitor	CCT modulator	EPAC2 antagonist	TGFb SMAD3 inh	Nrf2 ARE act
Cc1ccc(C)c(C(=O)COc2ccccc2[N+](=O)[O-])c1	i	1%	-3.1	-5%	?	22µM*

# Additional entries follow.
molecule	pAkt inh	Mm-Cpn inhibitor	Nrf2 block	CCT modulator	EPAC2 agonist	EPAC2 antagonist	TGFb SMAD3 inh	Nrf2 ARE act	A549 viability
CCOC(=O)c1cc(C(=O)NC(C)c2ccccc2)c(C)[nH]c1=O (stereo not drawn)	i	0%	-6%	-1.9	1%	12%	-1%	-0.6%	10%
CCCc1sc(C(=O)Nc2nnc(C3CC3)s2)cc1CC	i	-3%	5%	2.7	8%	-7%	8%	-0.1%	1%
CCOC(=O)c1c(-c2cccc([N+](=O)[O-])c2)csc1NC(=O)C1CC1	i	-1%	.	-3.8	19%	-13%	-1%	3.4%	20%
Cc1ccc(C)c(N2CCN(C(=O)c3cc4cc5ccc(C)cc5nc4s3)CC2)c1	.	.	13%	.	.	.	-14%	-0.3%	-1%
